# PLK1 PBD inh – inhibitors of human PLK1 polo-box domain binding | P53350 | Plk1 PBD binding of FITC phosphopeptide, fluorescence polarization | Potency, µM, inactives show max response, negative = inhibition, most hits filed as inhibitors | 2.8% of 360,000 active | AID 720504; also: potency is read from the fitted curve at half-maximal effect; series mostly up to about 57 µM; % is scaled to controls: 0 for no effect and ±100 for the full control effect; nearly all actives have a fitted effect of over 65% in size
# Target sequence (P53350 whole entry, looked up, the tested form may be a part): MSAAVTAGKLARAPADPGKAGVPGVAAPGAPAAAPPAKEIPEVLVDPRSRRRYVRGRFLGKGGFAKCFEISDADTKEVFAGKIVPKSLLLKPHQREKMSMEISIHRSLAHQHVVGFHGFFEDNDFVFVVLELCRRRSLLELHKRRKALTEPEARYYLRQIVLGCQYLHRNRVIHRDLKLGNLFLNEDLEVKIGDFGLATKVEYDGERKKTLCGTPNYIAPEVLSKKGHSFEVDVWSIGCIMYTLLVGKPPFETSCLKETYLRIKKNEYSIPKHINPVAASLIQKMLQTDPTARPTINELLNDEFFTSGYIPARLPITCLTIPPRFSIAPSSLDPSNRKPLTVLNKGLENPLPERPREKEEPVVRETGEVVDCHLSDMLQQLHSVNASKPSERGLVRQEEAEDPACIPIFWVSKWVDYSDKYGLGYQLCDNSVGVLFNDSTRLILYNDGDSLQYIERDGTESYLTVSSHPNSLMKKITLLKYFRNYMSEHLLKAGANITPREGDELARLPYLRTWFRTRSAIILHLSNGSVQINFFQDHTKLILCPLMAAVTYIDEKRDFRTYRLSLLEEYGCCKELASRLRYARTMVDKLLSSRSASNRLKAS
# WRN helicase inh – inhibitors of human WRN helicase; AID 651768; WRN helicase unwinding, fluorescent forked duplex, kinetic; Potency, µM (highest dose often 114 µM), for the others: at the top dose activity change, negative = inhibition, hits mostly inhibitors; 0.46% of 360,000 active; Q14191; also: potency is read from the fitted curve at half-maximal effect; % is scaled to controls: 0 for no effect and ±100 for the full control effect; nearly all actives have a fitted effect of over 55% in size
#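 Primary qHTS, 1536-well format. 20 nM WRN + compound, 15 min RT; start with 100 nM forked fluorophore/quencher duplex, 2 mM ATP (final); kinetic read ex 525/em 598 nm.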
# CCT modulator – changes cytosolic chaperonin activity; 0.3% of 360,000 active; activity change, % (concentration not given with the values), hits read low; purified chaperonin ATPase assay, HTRF ADP detection, 30 min; AID 651819; in the data active = activity change below about -30%; also: % is scaled to controls: 0 for no effect and ±100 for the full control effect
#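 Enzyme 40 or 20 nM (batch-dependent) in Tris pH 7.4/KCl/MgCl2/DTT; cpd 76 uM single point; ATP 10 uM; 30 min 37 °C; Transcreener ADP HTRF detection, 30 min RT; ratio 665/615.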
# EPAC1 ag – activates human EPAC1 exchange factor; O95398; EPAC1 agonist qHTS, biochemical assay; response scale: 100% = response to 6.5 mM cAMP; Potency, µM (top dose mostly 154 µM), for the others: at the highest dose activation, actives largely listed as activators; 0.073% of 360,000 active; also: potency is read from the fitted curve at half-maximal effect; nearly all actives have a fitted effect of over 60% in size
#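 Multi-concentration qHTS readout: loss of Rap1B-bound BODIPY-GDP fluorescence driven by 100 nM EPAC1 with excess GDP (50 uM), monitored kinetically at room temperature; agonist response expressed relative to 6.5 mM cAMP.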
# MmCpn inh – blocks the Methanococcus maripaludis chaperonin Mm-Cpn; 0.031% of 330,000 active; purified Mm-Cpn ATPase, ADP Transcreener TR-FRET; Potency, µM (titrated, usually from 76.9 µM), for inactives: top-dose activity, negative = inhibition, usual class: inhibitors; also: potency is read from the fitted curve at half-maximal effect; % is scaled to controls: 0 for no effect and ±100 for the full control effect; nearly all actives have a fitted effect of over 80% in size
#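 25 nM Mm-CPN + cpd, 10 min 37°C; + 10 uM ATP, 30 min 37°C; buffer 30 mM Tris pH 7.4, 100 mM KCl, 5 mM MgCl2, 1 mM DTT; Transcreener ADP HTRF detection 30 min RT.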
# EPAC2 antagonist – EPAC2 (human) antagonism. Q8WZA2. EPAC2 GEF exchange of Rap1B-BODIPY-GDP, fluorescence. Potency, µM (series often up to 114 µM), inactives show at the highest dose activity, negative = inhibition, most hits filed as inhibitors. 0.18% of 360,000 active; also: potency is read from the fitted curve at half-maximal effect; % is scaled to controls: 0 for no effect and ±100 for the full control effect; nearly all actives have a fitted effect of over 45% in size; many of its hits are not listed in these tables
# EPAC1 antag – blocks human EPAC1 exchange factor. O95398. EPAC1 GEF assay, Rap1b-BODIPY-GDP exchange fluorescence. Potency, µM (doses to about 115 µM), without a hit: at the top dose activity change, negative = inhibition, actives largely listed as inhibitors. 0.14% of 360,000 active. AID 720709;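 also: potency is read from the fitted curve at half-maximal effect; plate controls were vehicle for no effect and positive control for full effect; nearly all actives have a fitted effect of over 50% in size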
# PI5P4K alpha inh – PI5P4K alpha (human) kinase inhibition; P48426; PI5P4Kalpha enzyme, ADP-Glo luminescence, 60 min; stronger effect = lower value; max response, %; 1.2% of 330,000 active; active = max response of -50% or lower; inconclusive = between -30% and -50%; inactive = -30% or higher; also: value at the top dose of about 77 µM; % is scaled to controls: 0 for no effect and ±100 for the full control effect
# Target sequence (P48426 whole entry, looked up): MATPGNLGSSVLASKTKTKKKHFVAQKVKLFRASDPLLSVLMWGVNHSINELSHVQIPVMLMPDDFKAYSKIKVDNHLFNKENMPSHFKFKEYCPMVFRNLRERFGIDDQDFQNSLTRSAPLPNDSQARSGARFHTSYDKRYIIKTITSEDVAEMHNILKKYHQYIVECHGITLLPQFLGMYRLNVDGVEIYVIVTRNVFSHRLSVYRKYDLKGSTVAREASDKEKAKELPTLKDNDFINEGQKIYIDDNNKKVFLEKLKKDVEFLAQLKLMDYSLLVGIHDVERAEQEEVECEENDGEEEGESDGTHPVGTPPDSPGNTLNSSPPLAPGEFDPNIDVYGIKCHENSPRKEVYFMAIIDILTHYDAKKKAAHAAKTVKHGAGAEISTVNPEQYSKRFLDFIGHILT
#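 Luminescence from ADP-Glo served as readout of PI5P4Kalpha activity in a qHTS format. Reaction: enzyme, substrate, compound, ATP at 5 microM final, 60 min at RT.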
# Starred values were filed as active, the others as inactive; ? = inconclusive; . = no result given; [ ] = remark or other dose. Unless noted, calls follow the shape of the dose curve; as a rule, active = well fitted curve in the direction sought with a large enough effect; inconclusive = small, poorly fitted or top-dose-only effect, or another doubt; inactive = no such curve, though single readings can be large; an effect the other way counts as inactive or inconclusive. This is a subset (hit frequency here may not be typical).
# Key to letters – A = PLK1 PBD inh; B = WRN helicase inh; C = CCT modulator; D = EPAC1 ag; E = MmCpn inh; F = EPAC2 antagonist; G = EPAC1 antag; H = PI5P4K alpha inh
CCOC(=O)c1ccc(S(=O)(=O)Nc2ccc(N3CCOCC3)cc2)cc1
  A: -4% | B: 1% | C: -0.6 | D: 3% | E: -2% | F: -3% | G: 12% | H: -10

COC(=O)c1cc2occc2n1Cc1nc(-c2ccccc2Cl)oc1C
  A: -1% | B: -1% | C: -0.2 | D: -4% | E: -6% | F: ? | G: 1% | H: 2

Fc1cc2ncn(Cc3ccccc3)c2cc1F
  A: 1% | B: -4% | C: -1.1 | D: -2% | E: -2% | F: -5% | G: -9% | H: -3

CC(OC(=O)c1cc(=O)[nH]c2ccccc12)C(=O)NCc1ccccc1 (centres undefined)
  A: 0% | B: -1% | C: 2.0 | D: -7% | E: 1% | F: 2% | G: -16% | H: 0

COc1cccc(-c2cc(C(F)(F)F)nc(-n3ccc([N+](=O)[O-])n3)n2)c1
  A: -15% | B: -7% | C: -3.0 | D: -12% | E: 4% | F: -2% | G: -22% | H: -7

Cn1c(NC(=O)Cc2cccs2)cc(=O)n(C)c1=O
  A: -3% | B: 5% | C: -1.3 | D: -7% | E: 1% | F: -1% | G: 5% | H: -1

CC(C)c1cc(-c2cc(C(=O)NCc3ccccc3)on2)nc(NCC2CC2)n1
  A: -10% | B: 3% | C: -0.6 | D: 8% | E: 1% | F: -11% | G: -7% | H: 4

Cc1nc(N)c(C#N)c(-c2ccccc2)c1C
  A: -5% | B: -23% | C: -3.9 | D: 4% | E: 0% | F: 1% | G: -15% | H: -11

CCc1ccccc1NC(=O)NC1CCCCC1
  A: -11% | B: -37%[57.1 µM] | C: -2.1 | D: 2% | E: 4% | F: -2% | G: -7% | H: -8

COc1ccc(C(=O)Nc2nnc(CCS(=O)(=O)c3ccc(C)cc3)s2)cc1
  A: 1% | B: 0% | C: -1.4 | D: -9% | E: 0% | F: -15% | G: 4% | H: -2

O=C(COc1ccc(Br)cc1)NCCNC(=O)c1cccnc1
  A: -15% | B: -22% | C: -5.4 | D: -6% | E: -1% | F: -3% | G: 3% | H: 1

COc1cc(C2C(C#N)=C(N)Oc3n[nH]c(-c4ccccn4)c32)cc(OC)c1OC (centres undefined)
  A: -6% | B: 13% | C: -11 | D: 0% | E: -1% | F: 6%[57.1 µM] | G: 10% | H: 2

CCc1nc2ccc(C(=O)Nc3ccc(OC)c(OC)c3)cn2c1N(C)C(=O)Cc1ccccc1
  A: -3% | B: -9% | C: 1.3 | D: 7% | E: . | F: -2% | G: -1% | H: -1

O=C1NC[C@H](c2ccccc2)OC(=O)[C@H](Cc2ccc(F)cc2)C/C=C\C[C@@H]1CC(=O)N(CCO)Cc1ccccc1
  A: -10% | B: 4% | C: -1.6 | D: 7% | E: 1% | F: -14% | G: 8% | H: -3

Cc1ccc(-n2nc(C)c3c2OC(N)=C(C#N)C3c2ccncc2)cc1 (centres undefined)
  A: -4% | B: -4% | C: -1.4 | D: 5% | E: -5% | F: 1% | G: 7% | H: -14

Cc1csc(N(C(=O)c2ccc(S(=O)(=O)N(C)C)cc2)c2ccccc2)n1
  A: 0% | B: -16%[57.1 µM] | C: 1.1 | D: -4% | E: 1% | F: 10% | G: 2% | H: -1

CCOC(=O)N1CCN(C(=O)CCn2nc(-c3ccccc3)ccc2=O)CC1
  A: 3% | B: 6% | C: -1.3 | D: -3% | E: -1% | F: 12% | G: 9% | H: -4

COc1ccc(NS(=O)(=O)c2ccc(S(=O)(=O)N3CCOCC3)cc2)cc1
  A: -12% | B: -10% | C: 1.1 | D: 2% | E: 2% | F: -5% | G: -6% | H: 4

O=C(Nc1cccc(C(F)(F)F)c1)c1cccnc1N1CCCC1
  A: -10% | B: 0% | C: -0.8 | D: -1% | E: -10% | F: -6% | G: -4% | H: 1

Cn1c(=O)c(C(=O)CSc2nnc(Nc3ccccc3)s2)c(N)n(Cc2ccccc2)c1=O
  A: -14% | B: -19% | C: -6.6 | D: -9% | E: -2% | F: -5% | G: -8% | H: -10

O=S(=O)(c1cccc(C(F)(F)F)c1)N1c2ccccc2-n2cccc2C1c1cccnc1 (centres undefined)
  A: 5% | B: -7% | C: -0.4 | D: -9% | E: . | F: ? | G: -14% | H: 2

O=C(C1CCN(Cc2ccc(Cl)cc2)CC1)N1CCN(Cc2ccc3c(c2)OCO3)CC1
  A: 3% | B: -29% | C: 1.2 | D: -3% | E: 2% | F: 5% | G: 9% | H: 0

CC(C)Oc1ncnc2c1[nH]c1ccccc12
  A: -9% | B: -5% | C: -1.0 | D: -2% | E: -2% | F: -13% | G: -16% | H: -4

Cc1cnc(C)c(N2CCC(C(=O)NC(C)c3cccs3)CC2)n1 (centres undefined)
  A: -12% | B: 5% | C: 0.4 | D: -5% | E: -2% | F: 5% | G: -16% | H: -8

CCN(CC)CCOc1ccc2c(c1)C(=NNC(=O)c1ccccn1)c1cc(OCCN(CC)CC)ccc1-2
  A: -6% | B: 35µM* | C: -0.4 | D: -6% | E: 0% | F: 4% | G: 13% | H: -2

COc1ccc(-c2nnc(SCCC(=O)O)n2-c2ccccc2)cc1
  A: -2% | B: 5% | C: -0.3 | D: 0% | E: -2% | F: 8% | G: 9% | H: .

COCCN(Cc1cn(C)nc1-c1ccccc1F)C(C)C
  A: -5% | B: -1% | C: 3.4 | D: -3% | E: 1% | F: 3% | G: 21% | H: 0

CC(=O)NC1C(OCc2cccc(Br)c2)OC(COC(C)=O)C(OC(C)=O)C1OC(C)=O (centres undefined)
  A: -1% | B: -4% | C: -2.0 | D: -1% | E: -1% | F: -8% | G: 0% | H: 7

O=C1C(C2=C(O)c3ccccc3C2=O)=Nc2ccccc21
  A: ? | B: -26% | C: -1.7 | D: 6% | E: -1% | F: ? | G: -1% | H: .

O=C(Nc1ccccc1Cl)Nc1ccnn1C1CCN(C(=O)c2cscn2)CC1
  A: -10% | B: -9% | C: 2.4 | D: -25% | E: 0% | F: 0% | G: -3% | H: 1

CC(C(=O)Nc1sc2c(c1C(=O)NCC1CCCO1)CCC2)N1C(=O)c2ccccc2C1=O (centres undefined)
  A: -1% | B: 10% | C: -2.3 | D: -4% | E: 2% | F: 19% | G: 6% | H: 2

C=C[C@]1(C)C=C2CCC3[C@](C)(CCC[C@@]3(C)C(=O)O)C2CC1 (some centres undefined)
  A: 24µM* | B: -16% | C: -1.1 | D: -43%[inhibitor] | E: 1% | F: ? | G: ? | H: -3

CCOc1ccccc1NC(=O)c1ccc2nccnc2c1
  A: -8% | B: -18% | C: 1.5 | D: -2% | E: 2% | F: 4% | G: 4% | H: .

Cc1ccccc1C(=O)NCC(=O)OCC(=O)NC(C)C1CC2CCC1C2 (centres undefined)
  A: -1% | B: 7% | C: -2.2 | D: -9% | E: -1% | F: -9% | G: 2% | H: 4

Cc1nc(N)ncc1-c1ccc2c(c1)OCO2
  A: 5% | B: 1% | C: -2.5 | D: -5% | E: 1% | F: 3% | G: -1% | H: -12

COC(=O)c1ccc2c(=O)[nH]c(CSc3nnc(C(F)(F)F)n3C)nc2c1
  A: -10% | B: -17% | C: -4.5 | D: 10% | E: 0% | F: 0% | G: -5% | H: -11

Cn1c(C=O)c(-c2ccc3cc[nH]c3c2)c2ccccc21
  A: 2% | B: 4% | C: -1.7 | D: 6% | E: -1% | F: -8% | G: 13% | H: -22

CCC1CCCCN1CCn1c(=S)[nH]c2cc(OC)c(OC)cc2c1=O (centres undefined)
  A: -3% | B: 6% | C: -1.7 | D: 2% | E: -1% | F: 1% | G: 0% | H: .

COCCCNC(=O)c1cccc2c(-c3ccc(OC)cc3C)coc12
  A: -5% | B: -9% | C: -0.2 | D: -3% | E: . | F: -10% | G: -5% | H: -4

CCN(CC)C(=O)c1ccc(C(=O)Nc2ccc(F)cc2)cc1
  A: 2% | B: 14% | C: 2.3 | D: 3% | E: 1% | F: 7% | G: -9% | H: -2

CCCC(=O)Nc1sc(Cc2ccccc2)c(C)c1C(N)=O
  A: 5.3µM* | B: 1% | C: -2.0 | D: 0% | E: -3% | F: -2% | G: 4% | H: -9

COc1cc(NC(=S)N2CCCC(C)C2)cc(OC)c1OC (centres undefined)
  A: ? | B: 3% | C: -2.3 | D: -7% | E: -1% | F: -3% | G: -21% | H: 8

CC(C)=C(NC(=O)c1ccccc1)C(=O)Nc1ccc(C(=O)O)cc1
  A: -10% | B: -5% | C: -0.2 | D: 13% | E: 2% | F: -2% | G: -1% | H: 6

CN(CC(=O)NCc1ccc(F)cc1)CC(=O)Nc1ccc(Cl)c(C(F)(F)F)c1
  A: -11% | B: -12% | C: 1.7 | D: -20% | E: -11% | F: -25% | G: ? | H: 26

COc1ccc(CC2SC(=Nc3ccc(F)cc3)NC2=O)cc1 (centres undefined)
  A: -6% | B: 3% | C: 3.4 | D: -7% | E: 0% | F: -3% | G: -20% | H: 1

CC(C)C(=O)Nc1cccc(-c2nc3ncccc3o2)c1
  A: 7% | B: -5% | C: -3.4 | D: 16% | E: 2% | F: -3% | G: -16% | H: -1

N#Cc1cnc(Nc2nc3ccccc3o2)nc1-c1ccccc1
  A: -20% | B: -16% | C: 1.5 | D: 3% | E: 0% | F: -16% | G: -6% | H: 1

O=C(CCNS(=O)(=O)c1cccc2nsnc12)NCCc1ccccc1
  A: -6% | B: -1% | C: 1.0 | D: 2% | E: 1% | F: 6% | G: 9% | H: -10

# 3 of these compounds, set out differently:
# Second line of a record – PLK1 PBD inh	WRN helicase inh	CCT modulator	EPAC1 ag	MmCpn inh	EPAC2 antagonist	EPAC1 antag	PI5P4K alpha inh
Cc1ccc(-n2nc(C)c3c2OC(N)=C(C#N)C3c2ccncc2)cc1 (centres undefined)
  -4%	-4%	-1.4	5%	-5%	1%	7%	-14
COCCCNC(=O)c1cccc2c(-c3ccc(OC)cc3C)coc12
  -5%	-9%	-0.2	-3%	.	-10%	-5%	-4
CCc1ccccc1NC(=O)NC1CCCCC1
  -11%	-37%[57.1 µM]	-2.1	2%	4%	-2%	-7%	-8

# By substructure, those above containing a furan ring, fused or not (two)
# Key to letters – A = PLK1 PBD inh; B = WRN helicase inh; C = CCT modulator; D = EPAC1 ag; E = MmCpn inh; F = EPAC2 antagonist; G = EPAC1 antag; H = PI5P4K alpha inh
COC(=O)c1cc2occc2n1Cc1nc(-c2ccccc2Cl)oc1C
  A: -1% | B: -1% | C: -0.2 | D: -4% | E: -6% | F: ? | G: 1% | H: 2

COCCCNC(=O)c1cccc2c(-c3ccc(OC)cc3C)coc12
  A: -5% | B: -9% | C: -0.2 | D: -3% | E: . | F: -10% | G: -5% | H: -4
